High-throughput results: PubChem, several laboratories
Wnt bcat act = activators of Wnt/beta-catenin signaling; Wnt/beta-catenin reporter cell assay, activator, plate reader; activation, % at 9.35 µM; 300,000 tested, 1.2% active; in the data active = activation above about 30%, passing the limit was not always enough;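 also: 0% = neutral control wells and 100% = positive control wells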
dFosB act = enhances mouse delta FosB homodimer DNA binding; P13346; purified delta FosB, TAMRA-CDK5 oligo fluorescence polarization; percent of positive-control signal above neutral wells; activation, % at 25 µM; 340,000 tested, 0.99% active; AID 493131;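 active = mean activation above about 17%, with every replicate also reaching it, limit read from the data, passing the limit was not always enough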;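 also: fluorescence polarization rise as delta FosB binds a TAMRA Cdk5 AP-1 oligo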
Target sequence (P13346 whole entry, looked up): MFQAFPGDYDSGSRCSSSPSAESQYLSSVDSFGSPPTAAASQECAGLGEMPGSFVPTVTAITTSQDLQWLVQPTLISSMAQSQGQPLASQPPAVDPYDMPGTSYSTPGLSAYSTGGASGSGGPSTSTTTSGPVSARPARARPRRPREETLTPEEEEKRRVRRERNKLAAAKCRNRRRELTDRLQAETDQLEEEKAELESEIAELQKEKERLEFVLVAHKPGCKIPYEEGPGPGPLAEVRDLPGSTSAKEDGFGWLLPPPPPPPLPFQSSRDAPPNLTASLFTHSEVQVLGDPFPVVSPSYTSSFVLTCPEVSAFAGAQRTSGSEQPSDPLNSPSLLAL
Rtt109 Vps75 = blocks Candida albicans Rtt109/Vps75 acetyltransferase activity; Q5AAJ8; purified Rtt109/Vps75, ThioGlo CoA-SH fluorescence, 4 h; inhibition, % at 34.9 µM; 330,000 tested, 0.16% active; AID 540336;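 active = inhibition of at least 50% in every replicate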
cardiac RTF act = cardiac RTF calcium sensitization. IANBD-labeled TnC RTF fluorescence at EC20 calcium; 0% EC20 calcium, 100% full calcium. activation, % at 7.2 µM. 340,000 tested, 0.24% active;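 active = activation above the mean over all tested compounds plus 3 SD, cut at about 30% in these data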;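 also: rise in fluorescence read as greater calcium sensitivity of cardiac thin filaments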
MITF act = activators of MITF-driven TRPM1 promoter activity in SK-MEL-5 cells; SK-MEL-5 TRPM1-promoter luciferase, 24 h; % of positive control, neutral wells = 0; activation, % at 12.5 µM; 300,000 tested, 0.75% active; AID 588334;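 active = mean activation of at least 80% with every replicate also reaching 80%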;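 also: 0% = neutral control wells and 100% = parthenolide positive control wells; values of inactives mirror those of a sister screen read the other way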
HTR5A ag ctr = counter-screen for OPRM1-OPRD1 agonists: human HTR5A agonism; AID 504692; P47898; 340,000 tested, 0.61% active; activation, % at 9.3 µM; HTR5A agonist assay, luminescence, cell-based; in the data active = activation mostly above about 9.5%, no sharp cut-off; inactive = mostly below about 7.6%;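 also: 0% = cells with vehicle only and 100% = reference agonist; strong numbers were not always called active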
SR-BI HDL uptake = blocks mouse SR-BI lipid uptake from DiI-HDL; ldlA[mSR-BI] CHO cells, DiI-HDL uptake fluorescence, 3 h; AID 488896; Q61009; inhibition, % at 12.5 µM; 320,000 tested, 0.96% active;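 active = mean replicate inhibition of at least 70% and a set share of replicates each scoring 70 or more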;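 also: 0% = median of neutral control wells and 100% = median of positive control wells; values of inactives mirror those of a sister screen read the other way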
Target sequence (Q61009 whole entry, looked up): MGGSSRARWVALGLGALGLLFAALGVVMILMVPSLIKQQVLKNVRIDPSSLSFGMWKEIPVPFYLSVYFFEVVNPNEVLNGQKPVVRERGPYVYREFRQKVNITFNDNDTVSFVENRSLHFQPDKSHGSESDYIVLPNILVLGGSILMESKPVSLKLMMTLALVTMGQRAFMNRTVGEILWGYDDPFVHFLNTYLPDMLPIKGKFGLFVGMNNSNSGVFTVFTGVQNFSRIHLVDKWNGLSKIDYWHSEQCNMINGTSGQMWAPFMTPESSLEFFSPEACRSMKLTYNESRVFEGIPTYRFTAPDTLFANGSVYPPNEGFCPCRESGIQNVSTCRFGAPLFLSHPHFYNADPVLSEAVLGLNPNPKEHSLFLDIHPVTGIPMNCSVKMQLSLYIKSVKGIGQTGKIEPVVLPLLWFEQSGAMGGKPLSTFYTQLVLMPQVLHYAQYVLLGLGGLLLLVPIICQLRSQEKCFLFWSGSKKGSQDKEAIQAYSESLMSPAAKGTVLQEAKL
CDK5 inh = blocks human CDK5/p35 kinase activity. AID 488839. Recombinant CDK5/p35, ADP-Glo luminescence, 60 min. Q00535+Q15078. inhibition, % at 10 µM. 330,000 tested, 0.01% active;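 active = highest replicate inhibition of at least 50% and at least 75% of replicates reaching 50%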;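 also: plate controls were DMSO neutral control for no effect and GW8510 at 10 µM for full effect; many of its hits are not listed in these tables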
PvdQ inh = P. aeruginosa PvdQ acylase inhibition | purified PvdQ acylase, fluorescence plate reader | inhibition, % at 10 µM | 340,000 tested, 0.063% active | AID 488965; in the data active = inhibition above about 30%, passing the limit was not always enough;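 also: 0% = vehicle neutral wells and 100% = reference inhibitor wells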
SR-BI uptake up = SR-BI HDL lipid transfer activation | CHO ldlA[mSR-BI] cells, DiI-HDL uptake fluorescence, 3 h; 100 = double the neutral-control signal | activation, % at 12.5 µM | 320,000 tested, 0.096% active | AID 504775;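 active = mean replicate activation of at least 60% and every replicate at or above 60%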;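 also: 0% = median plate neutral-control signal and 100% = twice that signal; values of inactives mirror those of a sister screen read the other way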
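Material: SR-BI-overexpressing, LDLR-lacking CHO cells; schedule: compound exposure 3 h, 37 °C; reagent: DiI-labelled HDL at 10 µg/mL final; technique: bottom-read fluorescence, 550/595 nm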
* hit, by the source's call; x = not tested or not shown; & = joins results of further samples. Hits appear at their usual frequency (roughly 4.4% active in at least one column).

compound	Wnt bcat act	dFosB act	Rtt109 Vps75	cardiac RTF act	MITF act	HTR5A ag ctr	SR-BI HDL uptake	CDK5 inh	PvdQ inh	SR-BI uptake up
COc1ccc(OC)c(NS(=O)(=O)c2cc(OC)ccc2OC)c1	x	-3	2	3	-10	-6	14	-0.8	3	-14
N=c1c(C(=O)NCc2ccco2)cc2c(=O)n3ccccc3nc2n1Cc1ccc(Cl)cc1	x	4	-12	4	-1	-2	9	0.2	-3	-9
CC(c1ccccc1)n1c(-c2ccc(C(C)(C)C)cc2)n[nH]c1=S (configuration not stated)	x	-3	9	-3	x	0	-6	3.0	2	6
Cc1c(/C=N\NC(=O)C2COc3ccccc3O2)c2ccccc2n1C (configuration not stated)	x	-10	6	2	-47	5	12	1.3	0	-12
CCCCn1c(N)c(N(CCOC)C(=O)CCCn2c(=O)oc3ccccc32)c(=O)[nH]c1=O	-2	0	6	-4	-3	7	-37	-1.0	-9	37
Cc1ccc(NC(=O)Nc2ccc3c(c2)CCC3)c(C)c1	2	5	-4	-2	23	-2	-21	-3.5	-12	21
O=C1N=c2ccc([N+](=O)[O-])cc2=C1c1sc(=O)[nH]c1O	1	-7	-10	-3	13	-3	-30	4.7	-16	30
Cc1ccc(NC(=O)CSc2nnc(C3CC3)n2C)cc1S(=O)(=O)N1CCCCC1	-4	-11	-8	3	0	1	-24	-0.4	-6	24
CN(C)CCCN1CC(=O)N2[C@@H](Cc3c([nH]c4ccccc34)C2(C)C)C1=O	0	3	10	4	-3	-1	-11	0.1	-3	11
COCCCNC(=S)Nc1cccc(S(=O)(=O)NC2=NCCC2)c1	-2	0	-6	3	0	10	-21	1.0	-14	21
O=C(Cn1ccc([N+](=O)[O-])n1)NCc1ccccc1	-1	-6	-2	2	-7	5	-8	2.9	-10	8
CSc1ccccc1NC(=O)COc1ccccc1Cl	x	4	5	-5	4	5	20	1.2	-11	-20
Cn1c(CN2CCN(C(=O)c3ccco3)CC2)nc2cc([N+](=O)[O-])ccc21	-3	-3	3	-1	0	7	-12	-0.8	-12	12
COCCn1nnnc1CN1CCC(O)(c2cccc(C(F)(F)F)c2)CC1	-1	0	-6	-3	-2	0	-25	-1.1	-2	25
O=C(CN(C(=O)CNC(=O)c1ccco1)c1ccc(Cl)c(Cl)c1)NC1CCCCC1	x	4	31	3	3	-3	-14	0.3	2	14

The listing continues:
compound	Wnt bcat act	dFosB act	Rtt109 Vps75	cardiac RTF act	MITF act	HTR5A ag ctr	SR-BI HDL uptake	CDK5 inh	PvdQ inh	SR-BI uptake up
CN1C(=O)S/C(=C\c2ccc(-n3cncn3)cc2)C1=O	x	-1	13	4	7	1	-10	-0.8	48*	10
COc1ccc(-c2cc(C(=O)NCCCn3ccnc3)c3ccccc3n2)c(OC)c1	-1	-13	-11	-9	-7	0	55	0.9	-5	-55
CC(C)CN1C(=O)c2ccc(C(=O)NCc3ccccn3)cc2C1=O	5	-5	-1	-2	-3	9.6*	-1	1.4	4	1
CC(C)C(=O)NC(CC(=O)O)c1ccccc1 (configuration not stated)	2	-2	-15	1	1	0	-12	0.0	-10	12
Cc1nn(CCC#N)c(C)c1Oc1ccccc1O	1	3	-8	5	4	-3	-18	-0.7	-6	18
COc1ccc(N(C)S(=O)(=O)c2cccc(C(=O)Nc3ccc(N4CCOCC4)cc3)c2)cc1	-1	-11	4	-2	-3	-5	56	0.5	-17	x
N#Cc1c(SCC(=O)OCc2ccccc2)nsc1SCC(=O)OCc1ccccc1	x	-4	-3	3	x	1	7	2.3	-9	-7
Cc1ccc(CN(C(=O)Cc2cccs2)C(C(=O)NC2CCCC2)c2ccncc2)cc1 (configuration not stated)	-5	-3	x	-7	-10	0	-11	-0.8	20	11
O=C(NC1(C(F)(F)F)OCCO1)c1ccc(F)cc1	0	3	4	1	8	5	-10	-0.3	-14	10
O=C(O)c1cc([N+](=O)[O-])ccc1NCCc1ccccc1	1	5	-1	-6	-6	4	-2	0.8	18	2
COc1ccc(N2CCN(CCNC(=O)Nc3ccc(Cl)cc3)CC2)cc1	2	1	1	2	-2	6	16	-1.1	-4	-16
CN(C)CCSc1nnc2sc3ccccc3n12	x	10	-1	-4	-7	-6	-9	0.7	4	9
COC(=O)COc1cc(OCC(=O)OC)c2c(C)c(Cl)c(=O)oc2c1	-2	-16	-7	-1	-10	2	20	0.1	-11	-20
C=CCn1cc(C(=O)NCCOC)c(=O)c2cc(S(=O)(=O)N(CC)CC)ccc21	0	-2	1	-3	-9	-1	-15	-0.8	15	15
CCn1c(SCc2ccc(F)cc2)nc2c(c1=O)SCC2	-1	-8	6	-1	10	8	8	1.4	-2	-8

Following part.
compound	Wnt bcat act	dFosB act	Rtt109 Vps75	cardiac RTF act	MITF act	HTR5A ag ctr	SR-BI HDL uptake	CDK5 inh	PvdQ inh	SR-BI uptake up
O=C(c1nc2ccccc2s1)N1CCN(c2ccccn2)CC1	0	-6	2	7	16	0	-11	1.5	-10	11
O=C(COc1ccccc1Cl)NC(=O)NC1CCCCC1	4	-11	2	8	58	1	22	-1.3	-7	-22
CC(C)(C)C1CCC(=NNC(=O)C(=O)NC2CCCCC2)CC1 (configuration not stated)	-4	9	-3	-1	11	-1	-5	0.8	0	5
CSC(=S)N/N=C/c1ccc(Br)cc1	0	-8	5	-3	4	3	20	-1.0	-1	-20
COC(=O)C(CCCCNC(=O)c1ccc([N+](=O)[O-])cc1)NC(=O)c1ccc([N+](=O)[O-])cc1 (configuration not stated)	x	6	-4	-2	3	0	25	0.1	1	-25
COc1ccc(CCNC(=O)c2cccc(-n3cnnn3)c2)cc1	-1	-1	-5	-4	-5	-2	1	0.8	-10	-1
COc1ccc(OC)c(N/C=C/C(=O)c2ccccc2)c1	-3	-4	0	0	x	-2	50	10	-3	-50
Cn1c(CNC(=O)Nc2cccc(Cl)c2)nnc1SCc1ccccc1	x	-5	7	4	5	4	24	-5.0	-9	-24
C=CCc1ccccc1OCCNCCCOC	-1	4	-1	-9	0	-2	16	1.6	3	-16
Cc1ccccc1Cc1c(C)nc2c(C(=O)NCc3ccco3)cnn2c1C	1	-25	5	-1	3	-1	20	0.4	0	-20
Cc1cc(C(F)(F)F)n2nc(C(=O)O)c(Cl)c2n1	x	3	-8	2	4	-4	-22	-0.4	-2	22
CCc1nc2sc(C(=O)O)c(N)c2c2c1CCCC2	-1	-2	-1	-3	0	-1	-9	2.7	-13	9
O=[N+]([O-])c1c(C(Cl)Cl)nn(-c2ccccc2)c1N1CCCC1	-3	-3	16	-2	-10	6	24	-1.9	14	-24
CCOC(=O)CC(=O)c1sc2c(c1N)c(=O)[nH]c(=O)n2-c1ccc(OC)cc1	4	4	-3	-1	-4	5	-10	-0.1	20	10
O=C(c1cc2ccccc2oc1=O)N(Cc1ccco1)C1CCS(=O)(=O)C1 (configuration not stated)	x	-4	3	11	75	10	-37	-1.3	-7	37

Remaining list, next part:
compound	Wnt bcat act	dFosB act	Rtt109 Vps75	cardiac RTF act	MITF act	HTR5A ag ctr	SR-BI HDL uptake	CDK5 inh	PvdQ inh	SR-BI uptake up
Cn1c(C(=O)O)c(CC(=O)N2CCC(Cc3ccccc3)CC2)c2ccccc21	-1	-1	20	-5	5	0	-14	-1.3	-12	14
O=C1CC(c2ccco2)CC(O)=C1C=Nc1cc(Cl)cc(Cl)c1 (configuration not stated)	x	-16	-4	2	10	-7	1	-0.7	-8	-1
Cc1ccccc1N(C(=O)CCC(=O)Nc1ccccn1)C(C(=O)NC(C)C)c1ccc(F)cc1 (configuration not stated)	2	-10	10	-7	6	15	x	-0.1	16	x
COc1cccc(CC(=O)OCC(=O)N(C)CC(=O)Nc2ccc(F)cc2)c1	-1	-9	1	-6	6	-1	-15	0.0	8	15
COc1cccc(-c2nn(C)c3sc(C(=O)N4CCOCC4)cc23)c1	-1	-15	21	-1	x	3	22	2.0	4	-22
O=C(c1ccc(Cl)s1)N1CCOCC1	x	4	3	-9	-10	4	7	2.3	10	-7
c1ccc(-c2nnc(SCc3nc4ccccc4[nH]3)n2Cc2ccco2)nc1	x	1	-1	-5	-10	-4	-17	0.4	-12	17
COC(=O)Nc1cc(C)n(-c2ccccc2)n1	-5	-10	-6	-1	x	9	4	2.0	5	-4
Cc1oc2c(c1C(=O)NCc1cc(C(=O)O)co1)CCCC2	x	-5	12	8	x	2	-13	-0.7	-11	13
O=C(Nc1cccc2nsnc12)c1ccc(-c2cccc(Cl)c2)o1	x	-13	12	-1	8	1	6	0.7	8	-6
COc1cc(C)c(S(=O)(=O)NC2CC(C)(C)NC(C)(C)C2)cc1C	-1	-9	-3	-1	7	0	1	0.6	-17	-1
CN1CCN(S(=O)(=O)c2ccc(Cl)cc2)CC1	-3&2	-2&-5	14&-1	-3&-2	0	-1&-4	-13&-1	-0.7&0.1	-18&10	13&1
COc1ccc(NC(=O)COC(=O)c2n[nH]c3ccccc23)c(OC)c1	4	-7	2	1	-6	-1	34	-0.4	-10	-34
COCCCn1c(SCC(=O)NC(C)C)nnc1-c1ccccc1	x	-3	-14	-4	9	0	0	-2.8	7	0
O=C(CCCC(=O)c1ccccc1)Nc1ccc(F)cc1	12	-2	-2	-2	6	-2	6	4.8	10	-6

(continued)
compound	Wnt bcat act	dFosB act	Rtt109 Vps75	cardiac RTF act	MITF act	HTR5A ag ctr	SR-BI HDL uptake	CDK5 inh	PvdQ inh	SR-BI uptake up
CCOc1ccc(CN(C)C(C)C(=O)Nc2ccc([N+](=O)[O-])cc2Cl)cc1OC (configuration not stated)	-2	-5	11	-3	16	-2	17	0.9	-14	-17
O=C(COC(=O)Cc1cccs1)Nc1ccccc1	x	2	-7	-4	-3	2	x	-0.4	7	x
CCCCCOc1ccc(N2C(=O)CC(N(O)c3ccccc3)C2=O)cc1 (configuration not stated)	4	-7	13	-3	21	9	-16	0.1	6	16
CCc1nc(N)c(C#N)c(-c2cccn2C)c1C	0	7	-5	-3	x	0	-8	0.6	-5	8
O=C(/C=C/c1cccc(Br)c1)NC1CCN(Cc2ccccc2)CC1	0	-14	8	3	-2	8	x	1.5	-10	x
CN(CCC1CCCCO1)C(=O)CCc1nnc(CCCCc2ccccc2)o1 (configuration not stated)	3	-4	x	-2	16	1	-12	-3.2	-7	12
